MITF inh: inhibitors of human MITF; O75030; AlphaScreen MITF homodimerization, bead proximity signal; inhibition, % at 2.6 µM; actives 0.91% (n = 650,000); AID 1259374; in the data active = inhibition above about 50%;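 note: 0% = vehicle wells with protein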
FBW7 act: activators of human E3 ligase FBW7 | Q969H0 | AlphaScreen FBW7–phospho-cyclin E peptide binding, activator screen | normalized activity (activation), % at 26.1 µM | actives 0.13% (n = 650,000); in the data active = normalized activity above about 1.9%;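 note: purified mutant Fbw7 with reduced substrate affinity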
Target sequence (Q969H0 whole entry, looked up): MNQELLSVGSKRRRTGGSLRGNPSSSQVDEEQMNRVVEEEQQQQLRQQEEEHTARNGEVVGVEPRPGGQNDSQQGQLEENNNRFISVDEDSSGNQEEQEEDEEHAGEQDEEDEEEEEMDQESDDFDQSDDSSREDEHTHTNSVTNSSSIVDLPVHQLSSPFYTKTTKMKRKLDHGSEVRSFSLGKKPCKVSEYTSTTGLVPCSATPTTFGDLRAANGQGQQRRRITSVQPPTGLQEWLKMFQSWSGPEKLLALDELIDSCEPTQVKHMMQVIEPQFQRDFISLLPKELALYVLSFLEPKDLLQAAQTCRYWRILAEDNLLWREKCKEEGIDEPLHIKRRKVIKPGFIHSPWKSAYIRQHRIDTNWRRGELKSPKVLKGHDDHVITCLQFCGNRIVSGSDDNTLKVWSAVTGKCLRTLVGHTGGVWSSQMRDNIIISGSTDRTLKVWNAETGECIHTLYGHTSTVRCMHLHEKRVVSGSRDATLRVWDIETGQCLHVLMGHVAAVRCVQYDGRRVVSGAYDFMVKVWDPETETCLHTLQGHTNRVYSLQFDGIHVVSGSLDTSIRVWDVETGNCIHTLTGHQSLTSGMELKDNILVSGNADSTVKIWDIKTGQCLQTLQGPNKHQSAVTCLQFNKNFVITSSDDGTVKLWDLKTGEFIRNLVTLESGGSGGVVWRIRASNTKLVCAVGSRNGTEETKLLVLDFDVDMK
GPR151 activ: activators of human GPR151 | Q8TDV0 | PathHunter beta-arrestin GPR151 cells, luminescence | activation, % at 11.2 µM | actives 1% (n = 650,000); in the data active = activation above about 4.9%;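 note: 0% = median of compound wells and 100% = cells with positive control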
Target sequence (Q8TDV0 whole entry, looked up): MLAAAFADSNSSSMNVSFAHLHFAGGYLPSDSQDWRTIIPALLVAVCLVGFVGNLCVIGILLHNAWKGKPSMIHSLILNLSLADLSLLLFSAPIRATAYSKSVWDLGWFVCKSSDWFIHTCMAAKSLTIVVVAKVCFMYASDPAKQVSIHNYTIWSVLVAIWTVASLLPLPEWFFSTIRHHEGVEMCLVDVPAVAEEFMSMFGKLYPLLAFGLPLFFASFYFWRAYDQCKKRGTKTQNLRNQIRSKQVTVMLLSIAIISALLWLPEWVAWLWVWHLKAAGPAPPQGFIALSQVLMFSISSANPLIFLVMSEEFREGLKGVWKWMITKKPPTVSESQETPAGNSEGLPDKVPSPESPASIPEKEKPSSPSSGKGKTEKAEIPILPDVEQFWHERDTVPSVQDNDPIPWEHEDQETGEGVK
TEAD-YAP inh: TEAD-YAP interaction inhibition. inhibition, % at 9.12 µM. HEK-TIYL cells, TEAD-Gal4/YAP UAS-luciferase luminescence. actives 1.4% (n = 640,000); in the data active = inhibition above about 32%;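 note: 0% = median of test compound wells and 100% = reference inhibitor wells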
* marks the source's active call; other numbers are inactive results; & = joins results of further samples.

Keys – A = MITF inh; B = FBW7 act; C = GPR151 activ; D = TEAD-YAP inh
CN1CCN(c2cc(N3CCN(S(=O)(=O)c4ccc5ccccc5c4)CC3)ccc2[N+](=O)[O-])CC1
  A: 3; B: -0.2; C: 0.6; D: -3
COC(=O)c1ccccc1NC(=O)COc1ccc2c(c1)OCO2
  A: 6; B: -0.1; C: -0.6; D: 0
CN(C)c1ccc(C(=O)NNC2CC(=O)N(c3ccc(F)cc3)C2=O)cc1 (stereo not given)
  A: 13; B: 0.4; C: -1.0; D: 4
COC(=O)CCC(=O)Nc1ccccc1C(N)=O
  A: -8; B: 0.1; C: 2.7; D: -10
CCOc1ccc(N2C(=O)CN=C2Nc2cc(C)cc(C)c2)cc1
  A: 6; B: 0.0; C: 0.9; D: 6
COCCCN1C(=O)c2cc([N+](=O)[O-])cc3cc([N+](=O)[O-])cc(c23)C1=O
  A: -2; B: 0.1; C: -2.4; D: -6
CCC(Sc1nc2ccsc2c(=O)n1CCCC(=O)NCCc1ccc(S(N)(=O)=O)cc1)C(=O)NCc1ccc(C)cc1 (stereo not given)
  A: 3; B: -0.1; C: -0.2; D: 3
Cc1cccc(N(C(=O)c2ccco2)C(C(=O)NC2CCCC2)c2cccnc2)c1 (stereo not given)
  A: 0; B: -0.1; C: 0.3; D: -2
CC1=C(C(=O)OC(C)C)C(c2ccc([N+](=O)[O-])cc2)C(C(=O)OC(C)C)=C(C)N1
  A: 16&-5; B: 0.6&-0.1; C: -0.5&0.4; D: -4&-16
O=C(COc1ccccc1)Nc1cc2ccccc2cc1NC(=O)COc1ccccc1
  A: 8; B: 0.9; C: -2.2; D: -1

Reprinted at random: 3 records from the list.
Keys – A = MITF inh; B = FBW7 act; C = GPR151 activ; D = TEAD-YAP inh
CC1=C(C(=O)OC(C)C)C(c2ccc([N+](=O)[O-])cc2)C(C(=O)OC(C)C)=C(C)N1
  A: 16&-5; B: 0.6&-0.1; C: -0.5&0.4; D: -4&-16
CCC(Sc1nc2ccsc2c(=O)n1CCCC(=O)NCCc1ccc(S(N)(=O)=O)cc1)C(=O)NCc1ccc(C)cc1 (stereo not given)
  A: 3; B: -0.1; C: -0.2; D: 3
Cc1cccc(N(C(=O)c2ccco2)C(C(=O)NC2CCCC2)c2cccnc2)c1 (stereo not given)
  A: 0; B: -0.1; C: 0.3; D: -2

The listing continues:
Keys – A = MITF inh; B = FBW7 act; C = GPR151 activ; D = TEAD-YAP inh
CC(C)c1nccn1CCC(=O)Nc1ccc(-c2cn3c4c(nnc3n2)CCCC4)cc1
  A: -15; B: -0.2; C: -0.6; D: -9
O=C(Cn1c(=O)oc2cc(Br)ccc21)c1ccccc1
  A: 4; B: 0.1; C: -0.9; D: 3
COc1ccc(Nc2nc(C(=O)N3CCN(C)CC3)cs2)cc1
  A: 4; B: 0.2; C: 0.8; D: 3
NC(=O)c1cc2c(ccc3ccccc32)oc1=Nc1cccc(C(F)(F)F)c1
  A: 11; B: 0.4; C: 2.3; D: 11
COCCn1nnnc1C(c1cc2cc3c(cc2[nH]c1=O)OCO3)N1CCC(O)CC1 (stereo not given)
  A: 3; B: -0.1; C: -0.7; D: 9
O=C(NCC1CC(=O)N(C2CC2)C1)c1ccc(OC2CCN(Cc3ccccn3)CC2)cc1 (stereo not given)
  A: 10; B: 0.0; C: -0.3; D: -8
CC(C)C(=O)NNC(=O)CC(=O)Nc1ccccc1C(=O)O
  A: -5; B: 0.2; C: 1.3; D: -5
COCCCn1c(=O)[nH]c(=O)c2c(N)c(C(=O)c3ccc(OC)c(OC)c3)sc21
  A: 8; B: -0.1; C: -0.1; D: -15
Cc1ccnc(NC(c2ccc3cccnc3c2O)c2sccc2C)c1 (stereo not given)
  A: 22; B: -1.1; C: 0.4; D: 30
CCOC(=O)CCNC(=O)N1CCC(CCCc2ccccc2)(C(=O)OCC)CC1
  A: 6; B: -0.1; C: 0.4; D: -9
CC1=CC(=NC(=O)c2ccco2)C(C)=CC1=O
  A: -3; B: 0.0; C: 1.5; D: -1
Clc1cccc(Cl)c1Nc1nc(-c2ccc(-c3ccccc3)cc2)cs1
  A: 13; B: 0.1; C: -1.2; D: 3
O=C(Nc1ccc(Br)cn1)c1ccncc1
  A: -16; B: 0.0; C: 1.5; D: -15
CCOCCCNC(=O)c1c(N)n(-c2ccc(C(=O)OC)cc2)c2nc3ccccc3nc12
  A: 1; B: 0.3; C: 0.1; D: -3
CCOC(=O)C1=c2s/c(=C/c3ccco3)c(=O)n2C(N)=C(C(=O)OC)C1c1ccco1 (stereo not given)
  A: 40; B: -0.1; C: -0.5; D: 25
COc1cc(Br)ccc1OCC(=O)N/N=C/c1c[nH]c2ccccc12
  A: 0; B: -0.1; C: -0.2; D: 10
CC(=O)c1cccc(-c2ccc(C(=O)NCCCN3CCCC3=O)s2)c1
  A: 13; B: 0.2; C: 1.7; D: -2
CCOc1ccc(C(c2sc3nc(C)nn3c2O)N2CC(C)OC(C)C2)cc1 (stereo not given)
  A: 5; B: 0.1; C: -0.2; D: 1
Cc1nn(Cc2ccccc2)c(C)c1NC(=O)c1cc(-c2cccs2)on1
  A: 8; B: -0.2; C: 0.1; D: 12
COc1ccc(-c2oc3ncn4nc(CSc5nc6ccccc6o5)nc4c3c2-c2ccc(OC)cc2)cc1
  A: 4; B: 0.1; C: -0.3; D: 4
COC(=O)C(C)NC(=O)CC1(CC(=O)O)CCCC1 (stereo not given)
  A: -7; B: 0.0; C: -0.6; D: -5
COc1ccccc1NS(=O)(=O)c1cc([N+](=O)[O-])ccc1N/N=C(\C)c1ccccc1
  A: 12; B: -0.1; C: 0.2; D: 7
O=C(NCCN1CCCC1)Nc1ccc(Cl)cc1
  A: -4; B: 0.7; C: -0.7; D: 5
COc1ccc(C(=O)Nc2ccc(-c3nc4ncccc4o3)cc2)cc1Cl
  A: -5; B: -0.1; C: 0.3; D: 4
CC1CCN(CCC(=O)Nc2ccc3c(c2)OCO3)CC1
  A: 10; B: 0.1; C: 0.4; D: 4
CC(C)c1ccc(OCC(=O)NCc2ccncc2)c(Br)c1
  A: 14; B: 0.2; C: 0.6; D: 1
CCN(CC)C(=O)c1c(C)[nH]c(=S)c(C#N)c1-c1ccco1
  A: 4; B: 0.0; C: -0.7; D: 5
Cc1cc(=O)[nH]c2nnc(SCC(=O)N3CCOCC3)n12
  A: -2; B: -0.1; C: 1.9; D: -6
Cc1onc(-c2c(Cl)cccc2Cl)c1C(=O)Nc1ccc(S(=O)(=O)Nc2ncccn2)cc1
  A: 13; B: 0.7; C: -0.6; D: -1
O=C1c2ccccc2C(Nc2cc(F)ccc2F)N1c1cccnc1 (stereo not given)
  A: -1; B: 0.0; C: 0.2; D: 3
CCOC(=O)C1CCN(C(=O)c2cc3oc4ccccc4c3n2C)CC1
  A: 5; B: -0.2; C: 0.4; D: -40
Cc1nc(N2CCN(c3ncccn3)CC2)c2c3c(sc2n1)CCCC3
  A: 0; B: 0.1; C: -0.4; D: 5
O=C(Nc1ccccc1Br)c1ccccc1F
  A: -4; B: 0.0; C: 0.9; D: -44
C=COC(=O)CSc1nc(-c2cccs2)ccc1C#N
  A: -11; B: 0.0; C: -0.5; D: -68
COCCOC(=O)/C(C#N)=C/c1ccc2c(c1)OCCO2
  A: 10; B: 0.2; C: -0.1; D: -2
CCc1ccc(CN2CCN(Cc3ccc4c(c3)c3ccccc3n4CC)CC2)cc1
  A: 70*; B: -0.1; C: 5.8*; D: -3
Cc1ccc(NCN2C(=O)c3ccc([N+](=O)[O-])cc3C2=O)c([N+](=O)[O-])c1
  A: 5; B: 0.0; C: -0.1; D: -12
CCOC(=O)c1ccc(N2C=C(C(=O)OC)C(c3ccc(OC)c(O)c3)C(C(=O)OC)=C2)cc1
  A: 3; B: 0.0; C: 0.1; D: -5
CCOc1cc(/C=C2\SC(N)=NC2=O)cc(Cl)c1O
  A: 7; B: 0.2; C: -0.1; D: 6
O=C(Nc1ccccc1)c1cnc(Nc2ccccc2)s1
  A: 15; B: 0.1; C: -0.7; D: -41
c1ccc2sc(Cc3nnc4n3CCCCC4)nc2c1
  A: -8; B: -0.3; C: -0.5; D: -28
Cn1c(O)c(C=Nc2ccc(Cc3ccncc3)cc2)c(=O)n(C)c1=O
  A: 12; B: 0.3; C: 2.9; D: 3
O=C(O)CN1C(=O)CC(N2C(=O)/C(=C/c3ccccc3)SC2=S)C1=O (stereo not given)
  A: 22; B: 0.5; C: -0.8; D: 7
COc1ccc([N+](=O)[O-])cc1N1C(=O)C2C3C=CC(C3)C2C1=O (stereo not given)
  A: -2; B: -0.1; C: 1.0; D: -5
CCOc1ccc(N(C(C)C(=O)NCc2ccc(Cl)cc2)S(C)(=O)=O)cc1 (stereo not given)
  A: 16; B: 0.5; C: -2.2; D: 3
O=S(=O)(NCC(c1ccco1)N1CCCCC1)c1ccccc1C(F)(F)F (stereo not given)
  A: -3; B: -0.1; C: 1.7; D: -9
Cc1cc(N/C=C(\Cl)C(=O)C(F)(F)F)n[nH]1
  A: 14; B: 0.1; C: 1.6; D: 1
O=C(O)CNC(=O)c1[nH]ncc1[N+](=O)[O-]
  A: 1; B: 0.0; C: -0.1; D: -7
O=C(Oc1ccc(NS(=O)(=O)c2ccccc2)c2ccccc12)c1ccccc1
  A: -3; B: 0.2; C: 0.2; D: 77*
O=c1c2sccc2nc(SCc2nc3ccccc3[nH]2)n1Cc1ccccc1F
  A: 9; B: 0.6; C: -1.3; D: -32

The results go on.
Keys – A = MITF inh; B = FBW7 act; C = GPR151 activ; D = TEAD-YAP inh
Cc1ccc(-n2nc3ccc(NC(=O)C(C)C)cc3n2)cc1
  A: 8; B: -0.1; C: -0.4; D: -32
O=C(NCc1nnc(SCC(=O)N2N=C(c3cccs3)CC2c2ccc(F)cc2)n1-c1ccccc1)c1cccs1 (stereo not given)
  A: 8; B: 0.1; C: 0.4; D: 14
COc1ccc(/C=N/NC(=O)c2ccc(O)cc2)cc1OC
  A: 11; B: 0.1; C: 0.9; D: -17
CCOC(=O)C1CCCN(Cc2ccc(C(=O)NCCn3nc(C)cc3C)c(=O)[nH]2)C1 (stereo not given)
  A: 0; B: 0.1; C: 1.1; D: -2
COc1ccc(C(=O)NNC(=O)CCCSc2nc3ccccc3s2)cc1
  A: 12; B: 0.0; C: -3.3; D: 9
COCC(=O)N(Cc1cc2cc(C)cc(C)c2n2nnnc12)C1CCCC1
  A: 6; B: -0.1; C: 0.3; D: -5
CC(=O)N(Cc1ccccc1)Cc1cc2cc3c(cc2[nH]c1=O)OCO3
  A: 7; B: -0.1; C: 2.0; D: 9
CCCC(=O)N(Cc1nc2sc(C)c(C)c2c(=O)[nH]1)Cc1cccs1
  A: 7; B: -0.1; C: 0.3; D: -1
CCc1cc2c(=O)c(-c3ccccn3)coc2cc1OC
  A: 3; B: 0.0; C: 0.1; D: -24
C/C(=N\NC(=O)c1cccc(I)c1)c1ccc(O)cc1
  A: -2; B: 0.1; C: 1.8; D: 0
Cc1cc2cc(CNC(=O)C(C)C)ccc2n1C
  A: 8; B: -0.1; C: -1.1; D: -2
COc1ccc(C(=O)N2CCCC(C(=O)Nc3ccc(-c4cccc(F)c4)cc3)C2)o1 (stereo not given)
  A: 3; B: -0.2; C: -1.0; D: 8
COc1cc2c(c([N+](=O)[O-])c1)OC1(C=C2)N(c2ccccc2)c2ccccc2C1(C)C (stereo not given)
  A: 5; B: -0.1; C: 1.1; D: 13
CC(C)(CO)NS(=O)(=O)c1ccc2c(c1)C(=O)c1cc(S(=O)(=O)NC(C)(C)CO)ccc1-2
  A: 9; B: 0.4; C: 1.2; D: 10
CC(=O)NC12CC3CC(C1)CC(C(=O)OC(C)C(=O)Nc1ccccc1C#N)(C3)C2 (stereo not given)
  A: 21; B: 0.5; C: -0.3; D: -6
Cc1c(C(=O)NCc2nnc(SCC(=O)N3N=C(c4cccs4)CC3c3ccc(F)cc3)n2Cc2ccccc2)cccc1[N+](=O)[O-] (stereo not given)
  A: -12; B: -0.2; C: -0.2; D: -4
Cc1cc(NC(=O)COc2nc3ccccc3nc2C)no1
  A: -9; B: -0.1; C: -0.8; D: -8
COc1ccc(CN2CCNC(=O)C2CC(=O)NCc2ccncc2)c(OC)c1 (stereo not given)
  A: 2; B: -0.1; C: -0.2; D: -2
CCN(CC)Cc1c(O)ccc2c1O/C(=C\c1ccc(OC)c(OC)c1)C2=O
  A: 1; B: -0.9; C: 2.5; D: -3
O=C(Cn1nc2c3ccccc3nc(C3CC3)n2c1=O)Nc1ccccc1F
  A: 21; B: 0.3; C: 2.2; D: 4
Cc1ccc2nc(SCCOc3ccc(C(C)(C)C)cc3)[nH]c2c1
  A: 16; B: 0.2; C: -0.9; D: -2
NC(=S)N1N=C(c2cccs2)CC1c1ccco1 (stereo not given)
  A: 2; B: 0.2; C: 0.6; D: 12
Cc1cc2c(c(=O)o1)C(c1ccc(OCc3ccccc3)cc1)C(C#N)=C(N)O2 (stereo not given)
  A: 8; B: 0.1; C: 0.1; D: -5
CC1(C(=O)O)CCC(C(=O)NCc2ccco2)C1(C)C (stereo not given)
  A: 22; B: 0.5; C: -0.9; D: 1
Cc1ccc(NC(=O)C(=O)NC2CCCC2)cc1
  A: -16; B: -0.1; C: 4.0; D: -62
Cc1nc2sc(C(N)=O)c(N)c2c(C)c1CC(=O)c1ccc(Br)cc1
  A: -4; B: -0.3; C: 0.0; D: -6
CCC(=O)OCCN1C(=O)c2ccc([N+](=O)[O-])cc2C1=O
  A: 11; B: 0.3; C: -0.7; D: 11
Cc1ccc(NCC(=O)N/N=C/c2ccc(O)cc2O)cc1
  A: 17; B: -0.1; C: -0.4; D: 4
O=C(COc1ccccc1[N+](=O)[O-])OCC(=O)c1ccc[nH]1
  A: -1; B: -0.1; C: -1.7; D: -3
Clc1ccc(CN2CCN(Cc3ccc(Cl)cc3)C2c2c(Cl)cccc2Cl)cc1
  A: 0; B: 0.1; C: 0.7; D: -16
